MEKK3 PB1 HTS: MEKK3-MEK5 PB1 interaction, increase or decrease; AID 1529; Q99759; binding response (% of control), % at 10 µM; bead-based flow cytometry, Alexa488-MEK5 binding to MEKK3; actives lie on both sides; 0 = blocked by unlabeled MEK5, 100 = vehicle; actives 1.4% (n = 290,000);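 active means binding response more than 3 SD above or below the average of its plate-row segment, actives on both sides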;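 further: Alexa488 bead fluorescence after subtracting the streptavidin-only scavenger bead signal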
CRFR2-BP antag: CRF-BP/CRF-R2 complex antagonism; HEK293 CRF-R2/CRF-BP, CRF-induced calcium fluorescence; inhibition, % at 11.8 µM; actives 0.59% (n = 350,000); AID 588475;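 active means inhibition of the ligand-induced calcium signal above about 50% at the single tested concentration, limit read from the data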
GalR3 antag: antagonists of human GalR3; actives 0.44% (n = 360,000); AID 651719; HEK293 GalR3-CNG cAMP membrane potential fluorescence; galR3 body fused to GalR1 C-terminus; O60755; inhibition, % at 3 µM;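 active means inhibition above the screen-wide average plus 3 SD, cut at about 13% in these data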;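 further: forskolin and galanin both at EC90 stimulate the cells; cAMP rise reported by CNG channel membrane potential dye signal; 0% = forskolin plus galanin with DMSO and 100% = forskolin alone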
Target sequence (O60755 1-299 limits assumed): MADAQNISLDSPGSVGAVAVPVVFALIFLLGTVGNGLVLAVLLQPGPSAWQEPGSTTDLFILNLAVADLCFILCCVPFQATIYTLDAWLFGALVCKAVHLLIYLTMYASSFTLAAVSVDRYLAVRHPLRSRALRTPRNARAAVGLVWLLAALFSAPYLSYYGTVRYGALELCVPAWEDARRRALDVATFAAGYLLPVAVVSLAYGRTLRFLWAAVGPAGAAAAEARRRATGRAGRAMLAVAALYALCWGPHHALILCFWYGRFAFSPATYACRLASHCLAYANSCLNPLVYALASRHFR
FID counter: displaces DNA intercalator in HCV helicase counter-screen | DNA fluorescent intercalator displacement, fluorescence | actives 0.17% (n = 290,000) | inhibition, % at 7.9 µM; in the data active means inhibition above about 37%;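 further: 0% = vehicle and 100% = reference compound; higher means more ethidium bromide displaced from hairpin DNA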
NS3 helicase inh: inhibitors of Hepatitis C virus NS3 helicase. actives 0.56% (n = 290,000). inhibition, % at 10.9 µM. NS3 helicase DNA unwinding, Cy5 molecular beacon fluorescence;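 active means inhibition above the mean of all tested compounds plus 3 SD, set per campaign, cut at about 35% in these data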;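 further: 0% = DMSO wells and 100% = thioflavine S control wells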
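Material: hepatitis C virus NS3 helicase domain fragment enzyme; measured by: Cy5 fluorescence, 0 and 60 min reads; control set: DMSO and thioflavine S; incubation: 60 min unwinding reaction at 25 °C after ATP addition; read-out basis: % inhibition from 60/0 min fluorescence ratio, DMSO 0%, thioflavine S 100%; repeats: singlicate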
MEKK2 WT-MEK5: raises or lowers MEK5 binding to wildtype human MEKK2 PB1 domain | Q9Y2U5 | bead flow cytometry, Alexa488-MEK5 binding to MEKK2 WT; actives lie on both sides | binding response (% of control), % at 10 µM | actives 1.1% (n = 290,000) | AID 1531; in the data active means binding response below about 67% or above about 130%
SUMO HTRF inh: blocks human SUMOylation mediated by UBC9; HTRF SUMOylation assay, SAE1/SAE2 + UBC9, in vitro; AID 2006; P63279; inhibition, % at 35 µM; actives 0.36% (n = 290,000); in the data active means inhibition above about 50%, passing the limit was not always enough; further: strong numbers were not always called active
Target sequence (P63279 whole entry, looked up): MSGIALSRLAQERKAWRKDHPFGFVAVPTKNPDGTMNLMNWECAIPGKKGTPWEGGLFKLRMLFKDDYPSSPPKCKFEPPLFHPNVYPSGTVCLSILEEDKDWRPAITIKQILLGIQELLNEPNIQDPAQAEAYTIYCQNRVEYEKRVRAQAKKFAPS
CRFBP-R2 agonist: CRF-BP/CRF-R2 complex agonism. AID 588473. activation, % at 13.2 µM. HEK293 CRF-R2/CRF-BP, calcium dye fluorescence (FLIPR); percent of saturating CRF peptide response. actives 0.46% (n = 350,000);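 active means activation of at least 50%, plus an integration ratio under a set limit after plate pattern correction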;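 further: plate controls were neutral control wells without compound for no effect and CRF at EC100 for full effect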
MEKK2 mut-MEK5: signal of MEK5 binding to mutant human MEKK2 PB1 domain | bead flow cytometry, Alexa488-MEK5 binding to MEKK2 mutant | percent response, % at 10 µM | actives 0.35% (n = 290,000) | AID 1530; in the data active means percent response above about 24%, passing the limit was not always enough; further: inactives centre near 1; some results filed as inactive read as strong as hits
* hit, by the source's call; . = no result given; & = joins results of further samples. Only part of the results is shown. The share of hits here may be higher or lower than overall.

SMILES	MEKK3 PB1 HTS	CRFR2-BP antag	GalR3 antag	FID counter	NS3 helicase inh	MEKK2 WT-MEK5	SUMO HTRF inh	CRFBP-R2 agonist	MEKK2 mut-MEK5
CC1=CN2C(=NC(=O)CC2(C)C(=O)N(CC(=O)NC2CCCC2)c2cc(C)cc(C)c2)C=C1 (centres undefined)	106	4	-4	-14	6	104	11	-0.1	7
CCOC(=O)c1ccc(NC(=O)CNC(=O)C2CCCCC2)cc1	103	2	1	-15	-4	122	15	0.0	14
COc1ccc(NC(=O)Cc2nnc(SCC(=O)c3ccccc3)n2C)cc1	95	-5	-8	-24	17	89	-12	-1.9	-9
CN(Cc1cccs1)C(=O)Cc1c[nH]c2ccccc12	103	12	-5	-4	1	107	18	-2.4	9
Cc1ccc(CS(=O)(=O)CCC(=O)N2CCOCC2)cc1	101	13	-4	1	4	106	24	-0.6	3
CC1CCCCC1NS(=O)(=O)c1ccc(S(=O)(=O)N2CCN(CCC#N)CC2)cc1 (centres undefined)	96	-6	0	-16	-8	100	-2	2.0	2
CN1CCCCc2c1[nH]c1ccccc1c2=O	105	-2	-4	-4	1	106	17	8.5	3
CCC(Oc1ccccc1F)C(=O)NCCCn1ccnc1 (centres undefined)	102	18	-7	-2	-1	97	2	-0.1	-3
CCCCN(CC)CCCNC(=O)c1cn(CC)c2ccc(S(=O)(=O)N3CCc4ccccc4C3)cc2c1=O	102	6	0	41*	-65	114	20	-3.1	-2
OC(COCc1ccc(Cl)cc1)CN1CCN(c2ccccn2)CC1 (centres undefined)	69	-7	-1	11	-7	100	0	-0.1	0
O=C1CN(C(=O)CN2C(=O)NC3(CCCCC3)C2=O)c2ccccc2N1	103	-4	6	-9	3	105	3	-1.8	6
CC(C)NC(=O)c1ccccc1NC(=O)CCc1ccccc1	114	8	-5	-6	1	103	1	-0.3	0

Molecules shown so far containing sulfur (5):
SMILES	MEKK3 PB1 HTS	CRFR2-BP antag	GalR3 antag	FID counter	NS3 helicase inh	MEKK2 WT-MEK5	SUMO HTRF inh	CRFBP-R2 agonist	MEKK2 mut-MEK5
COc1ccc(NC(=O)Cc2nnc(SCC(=O)c3ccccc3)n2C)cc1	95	-5	-8	-24	17	89	-12	-1.9	-9
CN(Cc1cccs1)C(=O)Cc1c[nH]c2ccccc12	103	12	-5	-4	1	107	18	-2.4	9
Cc1ccc(CS(=O)(=O)CCC(=O)N2CCOCC2)cc1	101	13	-4	1	4	106	24	-0.6	3
CC1CCCCC1NS(=O)(=O)c1ccc(S(=O)(=O)N2CCN(CCC#N)CC2)cc1 (centres undefined)	96	-6	0	-16	-8	100	-2	2.0	2
CCCCN(CC)CCCNC(=O)c1cn(CC)c2ccc(S(=O)(=O)N3CCc4ccccc4C3)cc2c1=O	102	6	0	41*	-65	114	20	-3.1	-2

The listing continues:
SMILES	MEKK3 PB1 HTS	CRFR2-BP antag	GalR3 antag	FID counter	NS3 helicase inh	MEKK2 WT-MEK5	SUMO HTRF inh	CRFBP-R2 agonist	MEKK2 mut-MEK5
COc1ccc(O)c(C(c2c(C)[nH][nH]c2=O)c2c(C)[nH][nH]c2=O)c1	97	-42	-3	5	1	93	86	6.7	-8
O=C(CSc1ncn[nH]1)N1N=C(c2ccc(Cl)cc2)CC1c1ccco1 (centres undefined)	95	1	-4	-25	-1	92	-4	-4.6	-11
CN(N)c1nc2ccccc2nc1C(F)(F)F	99	6	-3	7	-6	99	4	-3.7	0
CC1Cn2c(nc3sc4c(c3c2=O)CC(C)(C)OC4)N1CCO (centres undefined)	107	23	-5	-10	-9	110	-2	-3.0	6
COc1ccc(CC(=O)N/N=C(\C)c2cccs2)cc1	88	-7	-10	-23	13	96	1	1.1	-5
c1ccc(Sc2ncnc3ccccc23)cc1	98	16	-3	-10	-2	93	-6	-1.8	-6
O=C(CSc1cccs1)Nc1ccc(Cl)cc1	102	-1	4	-7	8	103	-4	-1.0	4
N#Cc1cccc(C(=O)N(CCc2ccccc2)Cc2cccs2)c1	102	6	-12	-29	-8	99	-5	0.2	-2
O=C(NCc1ccccc1)C1=C[C@H](c2csc3ccccc23)C[C@H](OCCCCO)O1	99	-5	-6	-27	3	101	3	0.8	-2
COc1ccc(C(=O)Nc2ccc(Nc3ccccc3)cc2)cc1OC	101	2	1	-5	3	102	-25	-0.1	0
O=c1cc(NCc2ccccc2)nc2ccccn12	105	-3	-3	-7	-2	99	-2	0.1	-4
CC(C)Oc1ccc(-c2cc(=O)[nH]c(=O)[nH]2)cc1	109	18	-4	-2	3	109	-7	-2.8	9

The last 2 records of the section above lead into the next.
SMILES	MEKK3 PB1 HTS	CRFR2-BP antag	GalR3 antag	FID counter	NS3 helicase inh	MEKK2 WT-MEK5	SUMO HTRF inh	CRFBP-R2 agonist	MEKK2 mut-MEK5
O=c1cc(NCc2ccccc2)nc2ccccn12	105	-3	-3	-7	-2	99	-2	0.1	-4
CC(C)Oc1ccc(-c2cc(=O)[nH]c(=O)[nH]2)cc1	109	18	-4	-2	3	109	-7	-2.8	9
Cc1cc2c(cc1S(=O)(=O)CCC(=O)N1CC(C)CC(C)C1)OCC(=O)N2 (centres undefined)	98	3	.	-20	-1	93	-6	-0.8	-5
CCCCOc1ccc(CN=C(N)N)cc1Cl	106	-31	1	6	-27	120	8	2.8	15
Cc1nnc(SCC(=O)N2CCc3ccccc3C2)n1-c1ccccc1	105	8	-12	-24	6	106	6	-1.6	-1
C=CCOc1ccc(/C(O)=C2\C(=O)C(=O)N(CCOC)C2c2cccnc2)cc1 (centres undefined)	97	21	-1	-2	2	96	10	0.0	0
CCN(CC)C(=O)Cn1cc(S(=O)(=O)CC(=O)NC2CCCCC2)c2ccccc21	100	-9	1	-25	2	101	12	0.2	0
CCCCC(CC)C(=O)Nc1ccc(C)c(O)c1 (centres undefined)	102	-4	-3	4	2	100	11	0.5	1
O=C1Nc2ccccc2C1=Nc1ccc(-c2nnc3n2CCCCC3)cc1	97	8&2	-4&-4	-1	-2	89	7	-0.4&-0.5	1
CCN(CC)CCN1C(=O)C(=O)/C(=C(/O)c2ccccc2)C1c1ccccc1F (centres undefined)	93	3	-2	1	-5	101	7	-2.4	1
CCN(C(=O)CCc1nc(-c2ccccc2F)no1)c1cc(OC)ccc1OC	107	49	0	-23	0	109	-12	-6.2	1
COc1ccc(CC(=O)NCc2n[nH]c(=S)n2-c2cccc(Cl)c2)cc1	.	2	-5	-6	-10	.	-5	1.3	.
COc1ccccc1NC(=O)CSc1nnnn1-c1ccccc1F	98	0	-10	-10	4	100	2	-2.2	3
COc1ccc(-c2nc3ccccn3c2NCc2ccc3c(c2)OCO3)cc1	106	1	-4	-7	-5	113	-3	0.3	4
Cc1cc(CNC(=S)Nc2cccc(Cl)c2Cl)nn1C	104	18	-1	-2	-8	104	13	1.9	6
COc1ccccc1CC1(C)NC(=O)N(CC(=O)N2CC(C)OC(C)C2)C1=O (centres undefined)	103	0	-4	-5	0	97	11	-1.6	-1
COc1ccc2oc(C(=O)N(C)CCOc3ccccc3)c(C)c2c1	101	-8	-5	-34	-8	105	-8	-0.5	3
CCOC(=O)NC(=O)CSc1ccc2ccccc2n1	94	1	-2	-15	12	92	-2	-0.6	-2
CCOc1ccc2oc(-c3ccccc3)c(C(=O)N3CCN(CCO)CC3)c2c1	100	8	0	-2	-7	99	27	-2.5	2
Cc1c(CCO)sc[n+]1CC(=O)OCCC12CC3CC(CC(C3)C1)C2	88	5	-6	6	-8	95	3	-0.4	-4
CC(C)(Cc1cc(CC(C)(C)C(=O)O)cc(C(C)(C)C)c1)C(=O)O	101	2	-3	-25	23	103	6	-1.1	1
O=C(NCc1ccc(Cl)cc1)C(=O)NCC(c1ccco1)N1CCOCC1 (centres undefined)	102	0	0	-16	3	107	-2	0.1	12
CCOc1ccc(CN2CCN(CC3=Cc4cccc(OC)c4OC3)CC2CCO)cc1 (centres undefined)	100	-11	-4	2	-23	94	-12	0.4	-6
O=[N+]([O-])c1cccc(CN2CCN(c3cccc4[nH]ccc34)CC2)c1	108	-30	-8	-7	-3	109	11	7.1	6
O=C(C1CCC1)N1CCc2cc(S(=O)(=O)Nc3ccc4c(c3)OCO4)ccc21	105	-4	-5	-2	-9	104	4	-1.2	4
O=C(CSC1CCCCC1)Nc1ccccc1Br	106	-15	-3	-11	10	105	-2	1.6	-1
O=C(CC(C(=O)O)c1ccc(Cl)cc1)c1ccc(Br)cc1 (centres undefined)	108	6	-11	-23	13	106	-2	1.4	6
COc1ccc(NS(=O)(=O)c2ccc(NC(C)=O)cc2)c(OC)c1	94	-25	-6	5	14	86	3	-1.6	-9
O=S(=O)(N1CCCCC1)N1CCN(c2ccccc2F)CC1	104	2	2	-10	9	100	4	0.1	6
CC(C)CNC1CCS(=O)(=O)C1 (centres undefined)	97	2	-5	2	6	91	-2	0.4	-12
CC1(C)CC(=O)C(C=NCCN2CCN(CC(=O)Nc3ccc(F)cc3)CC2)=C(O)C1	97	7	-4	-7	3	100	6	-1.2	-2
O=C(Cc1noc2ccccc12)NNC(=S)Nc1ccc(Cl)cc1	103	-13	5	-12	8	103	-69	0.1	3
O=C(Cn1cnc2ccccc21)Nc1ccc(F)c(F)c1	106	0	-5	0	-2	97	7	0.0	-8
CN(CC(=O)NCCC1=CCCCC1)S(=O)(=O)c1ccc2c(c1)c(=O)n(C)c(=O)n2C	104	1	1	-16	4	104	1	0.3	6
COc1cc(C(=O)Nc2nc3ccc4nc(C)sc4c3s2)cc(OC)c1OC	103	7	6	-2	-38	104	5	-1.4	2
CCCc1cc(=O)oc2c(C)c(OCC(=O)N3CCC(C(=O)O)(c4ccccc4)CC3)ccc12	103	7	3	-29	24	103	6	0.1	1
COc1cccc(N=CC=C2OC(C)(C)C(C)(C)O2)c1	60	42	-3	-25	-6	73	-4	-2.0	-13

One compound at a time, from the list above. Screens in order: MEKK3 PB1 HTS	CRFR2-BP antag	GalR3 antag	FID counter	NS3 helicase inh	MEKK2 WT-MEK5	SUMO HTRF inh	CRFBP-R2 agonist	MEKK2 mut-MEK5
`CN(CC(=O)NCCC1=CCCCC1)S(=O)(=O)c1ccc2c(c1)c(=O)n(C)c(=O)n2C` in the list: 104	1	1	-16	4	104	1	0.3	6
`COc1cccc(N=CC=C2OC(C)(C)C(C)(C)O2)c1` in the list: 60	42	-3	-25	-6	73	-4	-2.0	-13
`O=C(CC(C(=O)O)c1ccc(Cl)cc1)c1ccc(Br)cc1` (centres undefined) in the list: 108	6	-11	-23	13	106	-2	1.4	6
`O=C(Cn1cnc2ccccc21)Nc1ccc(F)c(F)c1` in the list: 106	0	-5	0	-2	97	7	0.0	-8
`COc1ccc(NS(=O)(=O)c2ccc(NC(C)=O)cc2)c(OC)c1` in the list: 94	-25	-6	5	14	86	3	-1.6	-9

Source: PubChem BioAssay (several laboratories)
